Assay outcomes (PubChem)
GASC1 inh = inhibitors of human demethylase GASC-1 KDM4C; inhibition, % at 12.5 µM; GST-KDM4C 2-372, H3K9me3 peptide, LANCE TR-FRET; hit rate 0.15% among 96,000; AID 720574;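 active means mean replicate inhibition above about 25%, with at least 55% of replicates also reaching it, limit read from the data, passing the limit was not always enough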
Target sequence (Q9H3R0 2-372 limits assumed): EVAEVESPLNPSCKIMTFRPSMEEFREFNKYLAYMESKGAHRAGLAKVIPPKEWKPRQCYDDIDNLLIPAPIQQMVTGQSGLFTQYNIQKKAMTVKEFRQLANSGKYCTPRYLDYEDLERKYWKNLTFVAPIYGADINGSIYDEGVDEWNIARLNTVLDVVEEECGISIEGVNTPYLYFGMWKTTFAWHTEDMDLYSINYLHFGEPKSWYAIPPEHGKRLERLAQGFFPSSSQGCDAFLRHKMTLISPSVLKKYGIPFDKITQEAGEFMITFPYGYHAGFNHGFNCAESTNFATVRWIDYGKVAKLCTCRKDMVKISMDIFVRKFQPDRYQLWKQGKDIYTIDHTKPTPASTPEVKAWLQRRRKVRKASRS
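System: N-terminal GST-fused human GASC-1 (KDM4C) fragment, residues 2-372 / Amount: 10 nM GST-KDM4C in enzyme reaction / Also added: H3K9me3 peptide with Fe(II)/2OG / Times: 30 min demethylation and 1 h detection at room temperature / Signal: LANCE TR-FRET / Read-out basis: Fall in 671/618 emission ratio as inhibition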
T cruzi growth = blocks T. cruzi growth in NIH3T3 culture | inhibition, % at 8.34 µM | hit rate 5.9% among 77,000 | T. cruzi beta-gal in NIH3T3, GalScreen luminescence, 90 h;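 active means mean inhibition above about 93%, with at least 55% of replicates each passing it, limit read from the data, passing the limit was not always enough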
Pf Dd2 inh = P. falciparum Dd2 growth inhibition | SYBR Green, 72 h; stronger effect = lower value | activity change, % at 10 µM | hit rate 2.3% among 94,000 | AID 1159554; in the data active means activity change below about -80%
C diff growth = C. difficile growth inhibition; Clostridium difficile clinical isolate growth, OD600, 24 h; stronger effect = lower value; growth activity, negative = inhibition, % at 16 µg/mL (by protocol); hit rate 0.25% among 86,000;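 active means mean growth activity at or below -80% and every replicate also at or below -80%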;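 further: 0% = DMSO wells and -100% = levofloxacin 16 µg/mL wells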
* hit, by the source's call; & = joins results of further samples.

COc1ccc(CN2CC3(CN(C(=O)Cc4ccncc4)C3)c3c([nH]c4cc(OC)ccc34)[C@@H]2CO)cc1 was read as GASC1 inh -2.3, Pf Dd2 inh -65 and C diff growth -1.
For CN(C)C(=O)c1cccc(-c2ccc3c(c2)[C@@H]2[C@@H](CCN2C(=O)C2CC2)[C@H](CO)N3)c1 the results were GASC1 inh 1.0, T cruzi growth 68, Pf Dd2 inh -23 and C diff growth -1.
For Cc1cccc(S(=O)(=O)N2C[C@H]3[C@@H](c4ccccc42)[C@@H](CO)N3C(=O)C2CC2)c1 the results were GASC1 inh 1.7, T cruzi growth 17, Pf Dd2 inh 9 and C diff growth 6.
For O=C(C[C@H]1CC[C@@H]2[C@H](COC[C@H](O)CN2Cc2ccc(Oc3ccccc3)cc2)O1)N1CCCCC1 the results were GASC1 inh 11, T cruzi growth -56, Pf Dd2 inh -5 and C diff growth -7.
Screening C[C@H]1CN([C@@H](C)CO)C(=O)c2cccc(NC(=O)Nc3ccccc3)c2O[C@@H]1CN(C)C(=O)Nc1cccc2ccccc12 returned GASC1 inh -2.2, T cruzi growth 100, Pf Dd2 inh 3 and C diff growth -9.
For CCN1[C@@H]2c3ccc(-c4cccc(F)c4)c(=O)n3C[C@@H]2[C@@H](CO)[C@@H]1C(=O)N[C@@H](C)c1ccccc1 the results were GASC1 inh 2.4, T cruzi growth 102*, Pf Dd2 inh -11 and C diff growth 2.
`COCC(=O)Nc1ccc2c(c1)C(=O)N(C)C[C@@H](OC)[C@@H](C)CN(C(=O)c1ccccc1)[C@@H](C)CO2` gave GASC1 inh 1.5, T cruzi growth 18 and Pf Dd2 inh 14.
`C[C@@H]1CN([C@@H](C)CO)C(=O)c2cc(NC(=O)Cc3cn(C)c4ccccc34)ccc2O[C@H]1CN(C)C(=O)Nc1ccc(C(F)(F)F)cc1` gave GASC1 inh -1.4, T cruzi growth 64, Pf Dd2 inh 29 and C diff growth 9.
CCC(=O)N1[C@H](CO)[C@H](c2ccccc2)[C@@H]1CNC(=O)CN1CCOCC1 was read as GASC1 inh 0.9, T cruzi growth 55, Pf Dd2 inh 5 and C diff growth -2.
For N#C[C@H]1[C@@H](c2ccc(C#Cc3ccccc3F)cc2)[C@@H](CO)N1C(=O)C1CCCCC1 the results were GASC1 inh -5.2, T cruzi growth 91, Pf Dd2 inh -93* and C diff growth -8.
Screening COc1ccc(NC(=O)N(C)C[C@H]2Oc3ccc(NC(=O)CCCCCC(=O)Nc4ccccc4N)cc3C(=O)N([C@@H](C)CO)C[C@H]2C)cc1 returned GASC1 inh -1.8, Pf Dd2 inh -22 and C diff growth -4.
C[C@@H]1CN([C@@H](C)CO)C(=O)c2c(c3ccccc3n2C)-c2ccccc2CO[C@@H]1CN(C)S(=O)(=O)c1ccc(Cl)cc1 was read as GASC1 inh -0.5, T cruzi growth 100* and Pf Dd2 inh -87*.
For C[C@@H]1CN([C@H](C)CO)C(=O)Cc2cc(NC(=O)C3CC3)ccc2O[C@H]1CN(C)Cc1ccc(Oc2ccccc2)cc1 the results were GASC1 inh 7.1, T cruzi growth 80, Pf Dd2 inh 16 and C diff growth -15.
Screening C[C@H](CO)N1C[C@H](C)[C@H](CN(C)C(=O)C2CCOCC2)Oc2ncc(C#CCc3ccccc3)cc2C1=O returned GASC1 inh 3.8, Pf Dd2 inh -1 and C diff growth -1.
Screening CO[C@H]1CN(C)C(=O)c2cc(NS(=O)(=O)c3ccc(C)cc3)ccc2OC[C@@H](C)N(C)C[C@@H]1C returned GASC1 inh 1.1, T cruzi growth 43, Pf Dd2 inh 0 and C diff growth -2.

4 compounds from above, sorted by length of the SMILES, lowest first:
CCC(=O)N1[C@H](CO)[C@H](c2ccccc2)[C@@H]1CNC(=O)CN1CCOCC1 was read as GASC1 inh 0.9, T cruzi growth 55, Pf Dd2 inh 5 and C diff growth -2.
COc1ccc(CN2CC3(CN(C(=O)Cc4ccncc4)C3)c3c([nH]c4cc(OC)ccc34)[C@@H]2CO)cc1 was read as GASC1 inh -2.3, Pf Dd2 inh -65 and C diff growth -1.
`COCC(=O)Nc1ccc2c(c1)C(=O)N(C)C[C@@H](OC)[C@@H](C)CN(C(=O)c1ccccc1)[C@@H](C)CO2` gave GASC1 inh 1.5, T cruzi growth 18 and Pf Dd2 inh 14.
`C[C@@H]1CN([C@@H](C)CO)C(=O)c2cc(NC(=O)Cc3cn(C)c4ccccc34)ccc2O[C@H]1CN(C)C(=O)Nc1ccc(C(F)(F)F)cc1` gave GASC1 inh -1.4, T cruzi growth 64, Pf Dd2 inh 29 and C diff growth 9.

Reprinted at random: 3 records from the list, in no set order.
Screening C[C@H]1CN([C@@H](C)CO)C(=O)c2cccc(NC(=O)Nc3ccccc3)c2O[C@@H]1CN(C)C(=O)Nc1cccc2ccccc12 returned GASC1 inh -2.2, T cruzi growth 100, Pf Dd2 inh 3 and C diff growth -9.
`C[C@@H]1CN([C@@H](C)CO)C(=O)c2cc(NC(=O)Cc3cn(C)c4ccccc34)ccc2O[C@H]1CN(C)C(=O)Nc1ccc(C(F)(F)F)cc1` gave GASC1 inh -1.4, T cruzi growth 64, Pf Dd2 inh 29 and C diff growth 9.
CCC(=O)N1[C@H](CO)[C@H](c2ccccc2)[C@@H]1CNC(=O)CN1CCOCC1 was read as GASC1 inh 0.9, T cruzi growth 55, Pf Dd2 inh 5 and C diff growth -2.

(continued)
`C[C@H](CO)N1C[C@H](C)[C@@H](CN(C)Cc2ccc(C(=O)O)cc2)Oc2ccc(NC(=O)Cc3cn(C)c4ccccc34)cc2C1=O` gave GASC1 inh -0.8, Pf Dd2 inh 2 and C diff growth 1.
COc1ccc(S(=O)(=O)N(C)C[C@H]2Oc3c(cccc3N(C)C)C(=O)N([C@@H](C)CO)C[C@H]2C)cc1 was read as GASC1 inh 1.4, T cruzi growth 30, Pf Dd2 inh -11 and C diff growth 2.
C[C@H]1CN([C@@H](C)CO)C(=O)c2cc(NC(=O)Cc3cn(C)c4ccccc34)ccc2O[C@@H]1CN(C)Cc1ccc(C(F)(F)F)cc1 was read as GASC1 inh 1.0, T cruzi growth 93, Pf Dd2 inh -41 and C diff growth 6.
COCC(=O)N(C)C[C@H]1Oc2ncc(C#Cc3ccc(F)cc3)cc2C(=O)N([C@@H](C)CO)C[C@@H]1C was read as GASC1 inh -0.5, T cruzi growth 29, Pf Dd2 inh 20 and C diff growth -3.
`CCC(=O)N1[C@@H]2c3cccc(=O)n3C[C@H]1[C@H](CO)[C@H]2C(=O)NC1Cc2ccccc2C1` gave GASC1 inh 0.0, Pf Dd2 inh 20 and C diff growth 2.
C/C=C/c1ccc2c(c1)O[C@@H](CN(C)C(=O)C1CCCCC1)[C@@H](C)CN([C@@H](C)CO)S2(=O)=O was read as GASC1 inh 1.2 and Pf Dd2 inh 19.
For C[C@H](NC(=O)C[C@H]1C[C@@H]2c3cc(NC(=O)CC4CC4)ccc3O[C@@H]2[C@@H](CO)O1)c1ccccc1 the results were GASC1 inh 1.5, T cruzi growth 13, Pf Dd2 inh -4 and C diff growth -1.
For C[C@H]1CCCCO[C@@H](CN(C)C(=O)NC2CCCCC2)[C@@H](C)CN([C@@H](C)CO)C(=O)c2cc(NC(=O)Nc3ccccc3)ccc2O1 the results were GASC1 inh -1.8, T cruzi growth 110*, Pf Dd2 inh -71 and C diff growth -2.
Cc1noc(C)c1NC(=O)Nc1ccc2c(c1)CC(=O)N([C@@H](C)CO)C[C@H](C)[C@H](CN(C)Cc1ccc(-c3ccccc3)cc1)O2 was read as GASC1 inh 0.2, T cruzi growth -18, Pf Dd2 inh -12 and C diff growth 18.
Screening C[C@H](CO)N1C[C@H](C)[C@@H](CN(C)C)Oc2c(NC(=O)c3cnccn3)cccc2C1=O returned GASC1 inh 1.2, Pf Dd2 inh 20 and C diff growth -3.
`C/C=C/c1ccc([C@H]2[C@@H](CO)N3CCCCN(CCC(F)(F)F)C[C@@H]23)cc1` gave GASC1 inh -1.1, T cruzi growth 85, Pf Dd2 inh -7 and C diff growth 4.
Screening COc1ccc(CN(C)C[C@@H]2Oc3ccc(NS(=O)(=O)c4cccs4)cc3CC(=O)N([C@H](C)CO)C[C@@H]2C)cc1 returned GASC1 inh -1.2, T cruzi growth 18, Pf Dd2 inh 0 and C diff growth 2.
`CN(C)C(=O)C[C@@H]1C[C@@H]2c3cc(NC(=O)c4cccnc4)ccc3O[C@@H]2[C@H](CO)O1` gave GASC1 inh 1.3, T cruzi growth 22, Pf Dd2 inh 12 and C diff growth -4.
For C[C@H](CO)N1C[C@H](C)[C@@H](CN(C)C(=O)Nc2ccccc2)OCCCC[C@H](C)Oc2ccc(N(C)C)cc2C1=O the results were GASC1 inh 5.6, T cruzi growth 34, Pf Dd2 inh -3 and C diff growth -3.
For O=C(CN1CCOCC1)N1CC[C@@H]2[C@H](CO)Nc3ccc(Br)cc3[C@@H]21 the results were GASC1 inh 1.3, T cruzi growth -4, Pf Dd2 inh 16 and C diff growth -4.
Screening C[C@H](CO)N1C[C@H](C)[C@@H](CN(C)C(=O)CC2CC2)Oc2cc(-c3cccnc3)ccc2S1(=O)=O returned GASC1 inh -1.7, T cruzi growth 31, Pf Dd2 inh 23 and C diff growth -3.
Cc1noc(C)c1NC(=O)Nc1ccc2c(c1)C(=O)N([C@H](C)CO)C[C@@H](C)[C@@H](CN(C)Cc1ccc(-c3ccccc3)cc1)O2 was read as GASC1 inh -0.1, T cruzi growth 2, Pf Dd2 inh 4 and C diff growth -15.
`C/C=C/c1ccc(C2[C@@H]3CN(C(=O)Cc4ccncc4)C[C@H]2N3)cc1` (stereo partly specified) gave GASC1 inh 1.6&-1.1, Pf Dd2 inh -30&10 and C diff growth 3&-2.
For C[C@@H]1CN([C@@H](C)CO)C(=O)c2cc(NC(=O)Nc3ccccc3)ccc2O[C@H]1CN(C)C the results were GASC1 inh 0.6, T cruzi growth 52, Pf Dd2 inh 9 and C diff growth 0.
`CCC(=O)Nc1ccc2c(c1)C(=O)N(C)C[C@@H](OC)[C@H](C)CN(Cc1cncnc1)[C@@H](C)CO2` gave GASC1 inh -0.4 and T cruzi growth -7.
`C[C@H]1CN([C@@H](C)CO)C(=O)c2cc(NS(=O)(=O)c3ccc(F)cc3)ccc2O[C@H]1CN(C)S(C)(=O)=O` gave GASC1 inh -0.1, T cruzi growth -3, Pf Dd2 inh 6 and C diff growth 1.
C[C@@H]1CN([C@@H](C)CO)C(=O)CCCn2cc(nn2)CO[C@@H]1CN(C)S(=O)(=O)c1ccc2c(c1)OCCCO2 was read as GASC1 inh -1.1, T cruzi growth -6 and Pf Dd2 inh 2.
COc1ccc2c3c(n(C)c2c1)[C@@H](CO)N(C(=O)NC(C)C)CC31CCN(CC2CC2)CC1 was read as GASC1 inh 0.5, Pf Dd2 inh -37 and C diff growth 2.
C[C@@H]1CN([C@H](C)CO)C(=O)Cc2cc(NC(=O)C3CC3)ccc2O[C@H]1CN(C)Cc1ccc(C(=O)O)cc1 was read as GASC1 inh 0.4, T cruzi growth -5, Pf Dd2 inh 10 and C diff growth 0.
Screening C[C@@H]1CN([C@@H](C)CO)S(=O)(=O)c2ccc(C#CC3(O)CCCC3)cc2O[C@@H]1CN(C)C(=O)Nc1ccccc1 returned GASC1 inh 5.4, T cruzi growth 2, Pf Dd2 inh -26 and C diff growth 3.
For C[C@H](NC(=O)C[C@@H]1C[C@@H]2c3cc(NC(=O)C4CCOCC4)ccc3O[C@@H]2[C@H](CO)O1)c1ccccc1 the results were GASC1 inh 0.0, T cruzi growth -70 and Pf Dd2 inh 18.
`CCC(=O)N(C)C[C@@H]1[C@H](c2ccc(C3=CCCC3)cc2)[C@H](CO)N1C(=O)CC` gave GASC1 inh 1.7, T cruzi growth 36, Pf Dd2 inh -1 and C diff growth 8.
COCC(=O)Nc1ccc2c(c1)[C@@H]1C[C@H](CC(=O)NCc3ccccc3)O[C@H](CO)[C@@H]1O2 was read as GASC1 inh -0.5, T cruzi growth -33 and Pf Dd2 inh 7.
Screening CN(C)C(=O)c1cccc(-c2ccc(C3[C@H]4CNC[C@@H]3N4Cc3nccs3)cc2)c1 (stereo partly specified) returned GASC1 inh 0.6&0.6, Pf Dd2 inh -16&25 and C diff growth 0&-2.
`CCCN(C)C[C@@H]1OCc2cn(nn2)CCCC(=O)N([C@H](C)CO)C[C@@H]1C` gave GASC1 inh -1.2, T cruzi growth 15, Pf Dd2 inh 6 and C diff growth -1.
COCC(=O)N1[C@@H]2c3ccc(-c4cccnc4)c(=O)n3C[C@@H]2[C@@H](CO)[C@@H]1C(=O)Nc1ccccc1 was read as GASC1 inh -1.7, T cruzi growth 5 and C diff growth -5.
For Cc1ccccc1S(=O)(=O)N1CC(=O)N2[C@@H](CO)[C@@H](c3ccc(C#CC4CC4)cc3)[C@@H]2C1 the results were GASC1 inh 0.1, Pf Dd2 inh -31 and C diff growth -19.
